# Bioassay records as filed in PubChem BioAssay.
# HIV RNase H inh = blocks HIV-1 RNase H cleavage of RNA/DNA duplex. P04585. RT-RNase H RNA/DNA duplex cleavage, fluorescence. inhibition, % at 10 µM. 1.9% of 65,000 active. AID 565; in the data active = inhibition above about 50%
# RmlCD inh mix = RmlC/RmlD inhibition, mixture screen. RmlC/RmlD coupled enzyme inhibition, 384-well mixture HTS. inhibition, % at 5.5 µM. 0.39% of 110,000 active. AID 1532; in the data active = inhibition above about 30%, passing the limit was not always enough; also: strong numbers were not always called active
# * = called active by the depositor; i = inactive; / = no result given. A portion of the library; the hit share may differ from the screen's.
# Values run as follows: HIV RNase H inh | RmlCD inh mix
1	COc1ccc(Cl)cc1NC(=O)N1CCN(CCc2ccccc2)CC1
    -1 | 10
2	COc1ccc(-n2c(=O)c3c4c(sc3n3c(C)nnc23)CC(C)CC4)cc1 (configuration not stated)
    -3 | /
3	Oc1ccc(N=Cc2ccc(-c3cccs3)s2)cc1
    17 | 19
4	O=C(O)CCc1ccc(-c2ccc(F)cc2)n1CCC(=O)O
    5 | 3
5	O=C(Nc1cc(C(=O)N2CCCC2)ccc1N1CCCC1)c1ccccc1F
    -11 | 5
6	CC(C)OC(=O)NC(C)(C)COC(=O)Nc1cccc(Cl)c1
    / | 6
7	Clc1ccc(CSc2nnc(CN3CCOCC3)n2-c2ccccc2)cc1Cl
    / | -8
8	Cc1c(C)c2cc(Cl)c(O)c(CN(C)C)c2oc1=O
    -7 | 63*
9	O=C(N1CCCCCC1)N1CCN(S(=O)(=O)N2CCCCC2)CC1
    -3 | -8
10	COC(=O)c1cccc(Cn2nnc3ccccc3c2=O)c1
    -82 | -7
11	CCN(CC)C(=O)CSc1nc2ccccc2c(=O)n1CC1CCCCC1
    -4 | -9
12	CCOC(=O)N1CCC(NC(=O)c2cc3c(-c4ccc(Cl)cc4)nn(C)c3s2)CC1
    -1 | -50
13	CCCCOC(=O)/C=C\C(=O)OCCCC
    / | 2
14	CCOC(=O)C1=C(N)Oc2cc(C)n(CCc3ccc(OC)c(OC)c3)c(=O)c2C1c1cccnc1 (configuration not stated)
    -12 | 7
15	O=C(c1ccc(Cl)cc1)N1CCCC(c2ccccc2)=N1
    / | -2
16	CCN(CC)CCN1C(=O)C(=O)/C(=C(/O)c2cnn(-c3ccccc3)c2C)C1c1ccc(C)o1 (configuration not stated)
    / | -2
17	Cn1ncc(C#N)c1/N=C/N1CCOCC1
    2 | 5
18	CCOC(=O)N1CCN(C(=O)CSc2nnc(COc3ccc(Cl)cc3)o2)CC1
    -7 | 82
19	Cc1cc(C(c2nnnn2Cc2ccccc2)N2CCOCC2)c(C)n1-c1ccc2c(c1)OCO2 (configuration not stated)
    14 | 11
20	O=C(NCC1CCCO1)c1ccccc1-c1nc(-c2ccccc2)no1 (configuration not stated)
    1 | -6
21	CC1(C)Cc2nc3oc4c(N(CCO)Cc5ccccc5)ncnc4c3cc2CO1
    -23 | 13
22	CCOC(=O)c1ccccc1NC(=O)COc1ccccc1
    -56 | 1
23	CN1CCN(C(=O)c2ccccc2-c2nc(-c3ccc(Cl)cc3)no2)CC1
    -7 | -9
24	CCOc1cc(S(=O)(=O)NC2CC(C)(C)NC(C)(C)C2)ccc1F
    -14 | 4
25	COC(=O)C[C@H]1c2cc(C(F)(F)F)ccc2S(=O)(=O)N1C1CCCC1
    / | -1
26	COc1ccccc1CNC(=O)c1cccc(N(C)C)c1
    / | -8
27	CC1(C)CC(=O)CC(C)(C)N1OC(=O)c1ccncc1
    -2 | -13
28	CN(C)C(=O)Oc1ccc(C(=O)c2ccccc2)cc1
    -2 | 13
29	CC1=C(C(=O)Nc2ccc(Cl)cc2)C(c2cccs2)n2nnnc2N1 (configuration not stated)
    73* | 4
30	COc1ccc(Br)cc1/C(C)=N/NC1=NCCN1
    / | 14
31	O=C(CSc1nnc(-c2cccs2)o1)N1CCc2ccccc21
    -22 | 3
32	N=Cc1c(O)n(-c2cccc(Cl)c2)c(=O)[nH]c1=O
    -3 | -15
33	COc1ccc(CNC(=O)C2CCN(C(=O)N(C)C)CC2)c(OC)c1
    / | 9
34	CC1CCCCN1CCNC(=O)c1cnn2ccccc12 (configuration not stated)
    -7 | 8
35	NC1=NC2(CCC(c3ccccc3)CC2)n2c(nc3ccccc32)N1 (configuration not stated)
    -30 | /
36	FC(F)(F)c1nnc2sc(-c3ccncc3)nn12
    0 | 25
37	CC(=O)Nc1ccc(S(=O)(=O)Nc2cccc(C(=O)NC(C)(C)C)c2)cc1
    3 | -8
38	CC1(C)S[C@@H]2[C@H](N=CN3CCCCCC3)C(=O)N2[C@H]1C(=O)O
    / | -10
39	O=C(C1CCN(CC2CCCCC2)CC1)N1CCCC1
    0 | -5
40	CC1(c2nnc(Cc3ccccc3)o2)CC(c2ccccc2)=NO1 (configuration not stated)
    / | -75
41	Cc1ccc(-n2nc3c(c2NC(=O)c2c(-c4ccccc4Cl)noc2C)CSC3)cc1
    12 | 4
42	Cc1ccc(OC(=O)NC2CCS(=O)(=O)C2)cc1C (configuration not stated)
    -4 | 8
43	Cc1cccc(N2C(=O)NC(=O)C3(Cc4cc(C)ccc4N(C)C3)C2=O)c1 (configuration not stated)
    2 | -8
44	CCCCS(=O)(=O)Nc1ccc2c(c1)ncn2C1CCCCC1
    -5 | 2
45	Cc1nnc(SCC(=O)NCc2cccs2)[nH]c1=O
    -9 | 12
46	O=c1cc(CN2CCN(c3ccccc3O)CC2)nc2sccn12
    / | 4
47	Cc1cc(C)nc(NC(=O)C(C)N2C(=O)c3ccccc3C2=O)n1 (configuration not stated)
    -20 | -10
48	O=C(CN1C(=O)NC2(CCCC2)C1=O)NCCC1=CCCCC1
    / | -7
49	CC(C)c1cc(C(=O)Nc2cc(Cl)ccc2O)no1
    37 | 7
50	c1cncc(-c2nnc(-c3cccnc3)nn2)c1
    -5 | /
51	Cc1c(C(=O)Nc2cccc(C(F)(F)F)c2)oc2ccc(S(=O)(=O)N3CCOCC3)cc12
    10 | -10
52	Clc1cccc(CSc2nnc(-c3c[nH]c4ccccc34)o2)c1
    / | -12
53	Cc1cccc(-n2ncc3c(N(CCO)CCO)ncnc32)c1
    -10 | 46
54	C=CCn1c(SCCOc2ccc(OC)cc2)nnc1C(CO)NC(=O)c1ccc(OC)cc1 (configuration not stated)
    / | 11
55	O=C(CCS(=O)(=O)c1cc(Br)cc2c1N(C(=O)C1CC1)CC2)NCc1ccco1
    5 | -13
56	O=C1CC(SCCc2nc3ccccc3[nH]2)C(=O)N1c1ccc(Cl)cc1 (configuration not stated)
    / | 16
57	CCCCn1c(O)c(C=NCCCN(CC)CC)c(=O)[nH]c1=O
    -2 | 4
58	O=C1NNC(=O)C2C3C=CC(C4CC34)C12 (configuration not stated)
    / | -40
59	CCc1ccccc1NC1c2ccccc2C(=O)N1c1cccnc1 (configuration not stated)
    -6 | 10
60	COc1ccc(C2CC(=O)C3=C(C2)NC(C)=C(C#N)C3c2ccc(N(C)C)cc2)cc1 (configuration not stated)
    6 | 5

# Pulled by compound from the entries so far (three):
# Values run as follows: HIV RNase H inh | RmlCD inh mix
53	Cc1cccc(-n2ncc3c(N(CCO)CCO)ncnc32)c1
    -10 | 46
40	CC1(c2nnc(Cc3ccccc3)o2)CC(c2ccccc2)=NO1 (configuration not stated)
    / | -75
59	CCc1ccccc1NC1c2ccccc2C(=O)N1c1cccnc1 (configuration not stated)
    -6 | 10

# The results go on:
# Values run as follows: HIV RNase H inh | RmlCD inh mix
61	Cc1ccc(S(=O)(=O)/N=C(\CSC(N)=O)Nc2ccccc2)cc1
    / | -13
62	Cc1ccc(C)c(NC(=S)N2CCN(c3cccc(C(F)(F)F)c3)CC2)c1
    / | 0
63	Cc1sc2ncn(CC(=O)N(CC(=O)NC3CCCC3)Cc3cccs3)c(=O)c2c1C
    3 | -9
64	Oc1cccc(O)c1O
    / | -10
65	COC(=O)COc1ccc(S(=O)(=O)Nc2ccc3c(c2)OCCO3)cc1Cl
    0 | 3
66	O=C(COc1ncnc2ccccc12)NC(=O)NCc1ccccc1
    -60 | 3
67	COc1cccc(NC(=O)C2CCCN(S(=O)(=O)c3ccc(-n4cnnn4)cc3)C2)c1 (configuration not stated)
    -10 | i
68	COc1ccc(C2c3sc(=O)[nH]c3SC3C4CCC(C4)C23)cc1OC (configuration not stated)
    / | 56
69	CN(CCC#N)c1ncnc2scc(-c3ccccc3)c12
    -22 | -5
70	Cc1cccc2nc(CNc3ccc(F)cc3)cn12
    -9 | -21
71	O=C(CCCN1C(=O)c2cccc3cccc(c23)C1=O)N1CCc2ccccc2C1
    / | -7
72	CC1(C)NC(=O)N(CC(O)COC2CCCCC2)C1=O (configuration not stated)
    -2 | /
73	CC(C)(C)C(=O)[C@@H]1[C@@H]2C(=O)N(Cc3ccccc3)C(=O)[C@@H]2[C@H]2c3ccccc3C=CN12
    / | 93
74	CC1CCN(C(=O)COC(=O)c2n[nH]c3ccccc23)CC1
    -12 | -9
75	O=C(CSc1nnc(-c2cc3ccccc3cc2O)n1Cc1ccco1)c1ccc(F)cc1
    21 | -9
76	CCOC(=O)CCSc1nc(C(C)(C)C)cc(C(F)(F)F)c1C#N
    / | 8
77	CCOC(=O)N1CCN(C(=O)c2cc3sccc3n2C)CC1
    -12 | -3
78	COC(=O)C(CC(C)C)NC(=O)c1cc(OC)c(OC)c(OC)c1 (configuration not stated)
    0 | -9
79	Cc1ccc2c(C(=O)CN3CCN(C4CCCCC4)CC3)c(C)[nH]c2c1
    1 | 7
80	CCc1ccc(N2C(=O)CC(N3CCC(C(=O)OC)CC3)C2=O)cc1 (configuration not stated)
    / | 1

# Grouped by structure, those above containing bromine.
# Values run as follows: HIV RNase H inh | RmlCD inh mix
30	COc1ccc(Br)cc1/C(C)=N/NC1=NCCN1
    / | 14
55	O=C(CCS(=O)(=O)c1cc(Br)cc2c1N(C(=O)C1CC1)CC2)NCc1ccco1
    5 | -13

# Reprinted: entries 76 to 80
# Values run as follows: HIV RNase H inh | RmlCD inh mix
76	CCOC(=O)CCSc1nc(C(C)(C)C)cc(C(F)(F)F)c1C#N
    / | 8
77	CCOC(=O)N1CCN(C(=O)c2cc3sccc3n2C)CC1
    -12 | -3
78	COC(=O)C(CC(C)C)NC(=O)c1cc(OC)c(OC)c(OC)c1 (configuration not stated)
    0 | -9
79	Cc1ccc2c(C(=O)CN3CCN(C4CCCCC4)CC3)c(C)[nH]c2c1
    1 | 7
80	CCc1ccc(N2C(=O)CC(N3CCC(C(=O)OC)CC3)C2=O)cc1 (configuration not stated)
    / | 1

# More records
# Values run as follows: HIV RNase H inh | RmlCD inh mix
81	COc1ccc(Cc2nnc(NC(=O)CSc3ccccc3)s2)cc1
    / | 6
82	CCOc1ccccc1N1CCN(C(=O)C2c3ccccc3Oc3ccccc32)CC1
    / | -11
83	O=C(O)c1ccccc1NS(=O)(=O)c1ccc2c3c(cccc13)C(=O)N2
    28 | -3
84	O=C(c1ccco1)N1CCN(C(=O)c2sccc2-c2ccccc2)CC1
    -9 | -75
85	O=C(O)c1cc2nc(C3CC3)cc(C(F)(F)F)n2n1
    -8 | -11
86	C1CCC(n2nnnc2CN2CCN(C3CCCC3)CC2)CC1
    -5 | -8
87	CCc1ccccc1NC(=O)C1CCCN(S(=O)(=O)c2c(C)noc2C)C1 (configuration not stated)
    -7 | 5
88	CC(C)OCCCNC(=O)C1CCC(=O)N1C(C)C (configuration not stated)
    -11 | 8
89	COC(=O)c1cccc(N2C(=O)c3ccccc3S2(=O)=O)c1
    -2 | 79
90	Cc1cccc(C)c1NC(=S)N/N=C/c1ccc(OCCC(C)C)cc1
    / | -9
91	CCOC(=O)C1=C(C)N=C2SCCC(=O)N2[C@@H]1/C=C/c1ccccc1
    / | -14
92	COc1cc2nc(SCC(=O)NCc3ccco3)n(Cc3ccc(Cl)cc3)c(=O)c2cc1OC
    28 | 11
93	CCn1c(=O)n(CC)c2cc(S(N)(=O)=O)ccc21
    / | 14
94	Cn1c(Oc2ccccc2NCc2cccc(Br)c2)cc(=O)n(C)c1=O
    / | 23
95	COc1ccc(NC(=O)/C(=C\c2cc(OC)c(OC)cc2[N+](=O)[O-])NC(=O)c2ccccc2)cc1
    / | 6
96	CSc1ccccc1NC(=O)CN(c1ccccc1)S(=O)(=O)N(C)C
    2 | 8
97	Cc1ccc(-n2nnnc2SCC(=O)N2CCN(C(=O)c3ccco3)CC2)c(C)c1
    -9 | 15
98	Cc1[nH]c2ccccc2c1NC(=O)CN1CCN(c2cccc(C(F)(F)F)c2)CC1
    3 | 1
99	O=C(Nc1ccccc1)N1CCN(c2ccc(C(F)(F)F)cn2)CC1
    / | 5
100	O=S(=O)(N1CCOCC1)n1cnc2ccccc21
    / | -14
101	O=C(CN1C(=O)CCC1=O)NCC12CC3CC(CC(C3)C1)C2
    / | -15
102	Cn1c(C(=O)Nc2ccc3c(c2)OCO3)cc2sccc21
    12 | -8

# Screen by screen, from the results shown:
# Compounds 92 to 101 in RmlCD inh mix, in turn: 11, 14, 23, 6, 8, 15, 1, 5, -14, -15
